# IMPase cell inh = membrane-permeable compound that blocks inositol monophosphatase; CHO-M1 cells, IP1 accumulation, HTRF TR-FRET ratio; inhibition (IP1 accumulation), % at 46.1 µM; 120,000 tested, under 10 active; AID 901; active = well fitted curve in the direction sought with a large enough effect in the signal ratio, not every such curve was filed as active; inconclusive = small, poorly fitted or top-dose-only effect, or a change in a side signal; inactive = no such curve, though single readings can be large or run the other way; the % refers to the signal ratio;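 note: cells stimulated with carbachol in lithium chloride buffer; plate controls were DMSO basal wells for no effect and reference inhibitor wells for full effect; higher means more IMPase inhibition seen as more IP1 and lower FRET ratio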
# Target sequence (P97697 whole entry, looked up): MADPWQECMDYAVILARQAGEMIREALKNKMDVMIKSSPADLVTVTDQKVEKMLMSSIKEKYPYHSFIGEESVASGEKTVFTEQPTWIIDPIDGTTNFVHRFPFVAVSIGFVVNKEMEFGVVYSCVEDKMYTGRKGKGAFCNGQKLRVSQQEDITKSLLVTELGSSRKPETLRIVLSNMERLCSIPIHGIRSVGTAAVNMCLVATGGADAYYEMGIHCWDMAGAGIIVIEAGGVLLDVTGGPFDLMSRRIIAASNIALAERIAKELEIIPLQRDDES
#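 Cellular IMPase inhibition is scored as a rise in cytosolic IP1, detected by competitive TR-FRET between d2-labelled IP1 and a europium anti-IP1 antibody. M1-expressing CHO cells were stimulated with carbachol for 30 min at 37C, with lithium (50 mM LiCl) present in the buffer.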
# PNC assembly inh = perinucleolar compartment assembly inhibition; PC3M PTB-GFP, PNC prevalence imaging, 16 h; stronger effect = lower value; activity change (PNC), negative = inhibition, % at 10 µM; actives 3.1% (n = 140,000); AID 2417;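 active = readout at or below -70, meaning at least 70% loss of cells showing the perinucleolar compartment, a nuclear body marking cancer cells; inconclusive = readout between -30 and a set limit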;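 note: plate controls were DMSO wells for no effect and camptothecin positive control wells for full effect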
#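 Read-out is percentage of cells bearing a perinucleolar compartment, from automated 20x imaging of fixed, Hoechst-stained PC3M PTB-GFP cells. Cells were seeded 4 h, then exposed 16 h to compound (23 nl of library stock) in duplicate plates.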
# 15-hLO-2 inh = 15-hLO-2 (ALOX15B) enzyme inhibition | O15296 | purified 15hLO-2, xylenol orange hydroperoxide absorbance | Potency, µM (titrated, usually from 57.1 µM), for inactives: top-dose activity change, negative = inhibition, most hits filed as inhibitors | actives 0.56% (n = 110,000) | AID 881; note: potency is the fitted concentration of half-maximal effect; nearly all actives have a fitted effect of over 60% in size; many of its hits are not listed in these tables
#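 Purified human 15hLO-2 (50 nM final) preincubated with compounds 15 min at room temperature in 25 mM Hepes pH 7.5, 0.01% Triton X-100, then 45 uM arachidonic acid added for 90 min; hydroperoxide detected via ferrous/xylenol orange, 573/405 nm absorbance ratio.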
# ALOX12 inhib = inhibitors of human 12-lipoxygenase (ALOX12); actives 0.12% (n = 150,000); purified 12-hLO, xylenol orange hydroperoxide absorbance; Potency, µM (highest dose often 57.1 µM), for inactives: at the top dose activity change, negative = inhibition, usual class: inhibitors; P18054; note: potency is the fitted concentration of half-maximal effect; nearly all actives have a fitted effect of over 55% in size; many of its hits are not listed in these tables
# Target sequence (P18054 whole entry, looked up): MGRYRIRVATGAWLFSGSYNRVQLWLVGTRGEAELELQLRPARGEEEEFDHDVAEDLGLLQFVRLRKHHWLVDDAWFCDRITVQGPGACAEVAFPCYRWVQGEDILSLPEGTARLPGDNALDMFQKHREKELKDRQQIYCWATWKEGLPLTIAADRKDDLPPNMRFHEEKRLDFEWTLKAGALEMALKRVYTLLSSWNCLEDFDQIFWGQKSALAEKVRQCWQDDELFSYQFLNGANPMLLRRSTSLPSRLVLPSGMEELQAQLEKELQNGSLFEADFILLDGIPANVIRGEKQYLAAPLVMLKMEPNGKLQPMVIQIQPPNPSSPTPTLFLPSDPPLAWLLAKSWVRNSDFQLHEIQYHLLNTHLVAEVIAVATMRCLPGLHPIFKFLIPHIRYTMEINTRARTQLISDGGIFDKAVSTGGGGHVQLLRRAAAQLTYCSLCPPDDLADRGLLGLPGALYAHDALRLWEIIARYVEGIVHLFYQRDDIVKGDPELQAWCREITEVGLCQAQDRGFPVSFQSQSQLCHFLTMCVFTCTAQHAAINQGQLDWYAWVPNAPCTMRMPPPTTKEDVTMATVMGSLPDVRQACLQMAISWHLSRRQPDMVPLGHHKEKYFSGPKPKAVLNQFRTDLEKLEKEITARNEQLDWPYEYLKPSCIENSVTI
#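 Lipoxygenase turnover measured by absorbance at 573 and 405 nm after Fe-XO development. Human 12hLO 150 nM, arachidonate 40 uM, pH 7.0 Hepes buffer with detergent; 15 min compound preincubation, 30 min reaction.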
# Numbers without * were called inactive; ? = inconclusive; · = not tested or not shown; [ ] = dose if it differs, or a comment. Unless noted, calls come from the whole dose curve; as a rule, active = well fitted curve in the direction sought with a large enough effect; inconclusive = small, poorly fitted or top-dose-only effect, or another doubt; inactive = no such curve, though single readings can be large; an effect the other way counts as inactive or inconclusive. Unless noted, % is set by controls: 0 for no effect and ±100 for the full control effect.
nr	structure	PNC assembly inh	ALOX12 inhib	IMPase cell inh	15-hLO-2 inh
1	COc1ccccc1-n1cnnc1SCC(=O)Nc1ncc(Cl)cc1Cl	?	2.4%	4.9	6.1%
2	CCOC(=O)C1C(=O)CC(C)(O)C(C(=O)OCC)C1c1cccc(OC)c1 (stereo not given)	-26.5	1.5%	5.9	3.5%
3	CCOc1cc(CNc2ccccc2)cc(Br)c1OCc1ccccc1F	?	-2.0%	6.8	3.6%
4	COC(=O)[C@@]1(C)C[C@@H]1[C@@H](NC(=O)[C@@]1(C)C[C@@H]1[C@@H](NC(=O)[C@@]1(C)C[C@@H]1[C@@H](NC(=O)[C@@]1(C)C[C@@H]1[C@@H](NC(=O)OCc1ccccc1)c1ccccc1)c1ccccc1)c1ccccc1)c1ccccc1	·	2.1%	·	-7.5%
5	Cc1c2c(nc3c(C(=O)NC4CCCCC4C)cnn13)CCCC2 (stereo not given)	?	-5.3%	4.1	-18.8%
6	CCC1CCCCN1C(=O)CSc1nnc(-c2ccc(Cl)cc2)o1 (stereo not given)	-29.1	-4.0%	1.3	1.9%
7	CC(=O)c1cccc(NC(=O)c2cc(C(C)C)on2)c1	-2.1	2.5%	2.7	1.0%
8	O=C(NC1CC1)c1cccc(Br)c1	8.1	1.2%	·	·
9	COc1ccc(OC)c(NC(=O)Nc2cccc3ccccc23)c1	-1.0	8.9%	1.4	-3.3%
10	CC(C)(O)c1nnn(-c2ccccc2)c1C(F)(F)F	-25.1	5.1%	1.9	1.3%
11	COc1ccc(C(=O)Nc2ccccc2C(=O)N(Cc2ccco2)C(C(N)=O)C(C)C)cc1 (stereo not given)	35.4	4.8%	-4.6	?
12	CCOc1ccccc1Oc1c(C)oc2c(CN3CCN(C)CC3)c(O)ccc2c1=O	?	1.5%	-16.8	11.8%
13	CCCCC(NC(C)=O)c1nc2ccccc2n1CCC (stereo not given)	?	1.9%	-6.6	·
14	Cc1cc(C)nc(NC(=O)c2c(-c3c(Cl)cccc3Cl)noc2C)n1	5.5	1.5%	8.0	-1.5%
15	Cc1c(Cl)cc(C(C)(C)C)c(O)c1Cc1c(C)c(Cl)cc(C(C)(C)C)c1O	·	-5.0%[11.4 µM]	·	-5.7%[11.4 µM]
16	COc1ccc(N=c2oc3ccc(OC)cc3cc2-c2nc3ccccc3[nH]2)cc1	16.8	-5.2%	-4.4	-3.8%
17	O=S(=O)(Cc1ccc(Cl)cc1)N1CCCC1	?	-5.5%	-7.5	-2.1%
18	COc1cc2cc(C(N)=O)c(N)nc2cc1OC	?	-1.7%	-10.2	0.4%
19	COC(=O)[C@@]1(Cc2ccc(OC)cc2)[C@H]2c3cc(C(=O)N4CCCC4)n(CCCNc4ncc(C(F)(F)F)cc4Cl)c3C[C@H]2CN1C(=O)c1ccccc1	·	-5.8%	·	-0.6%
20	Cc1nc(NCc2ccco2)c2oc3ccccc3c2n1	?	5.5%	-1.5	9.2%
21	CCCCn1c2ccccc2c2nnc(SCC(=O)NC3=NN=C(c4ccccc4)CS3)nc21	?	-3.2%	-5.0	·
22	CCOC(=O)CSc1nnc(N)s1	-12.1	1.2%	5.4	7.8%
23	Cc1nnc(SCC(=O)Nc2ccc3c(c2)OCO3)o1	55.6	-3.1%	6.8	0.6%
24	COc1ccccc1NS(=O)(=O)c1ccc(NC(C)=O)cc1	-11.4	-5.5%	-7.4	-1.4%
25	C=CCn1c(SCC(=O)NCc2ccc3c(c2)OCO3)nnc1C1COc2ccccc2O1 (stereo not given)	-9.5	-7.8%	3.1	-3.4%
26	Cc1ccc(C(=O)N/C(=C\c2cccs2)C(=O)NCC2CCCO2)cc1C (stereo not given)	-14.7	-1.7%	·	·
27	O=C1CCC(=O)N1OCCCCOc1ccccc1	-5.0	32.5%[activator]	0.5	·
28	CSc1nc2nccc(-c3ccc(Cl)cc3)n2n1	-17.9	-6.2%	7.1	-4.5%
29	CCOC(=O)N1CCC(N2C(=O)c3ccccc3C2Nc2cc(Cl)c(OC)cc2OC)CC1 (stereo not given)	-3.2	-4.1%	10.5	·
30	Cc1cc(=O)[nH]c2c1cnn2Cc1ccccc1	-27.5	-0.7%	?	-6.9%
31	CC(C)Nc1nnc(SCC(=O)/C=C2\N(C)c3ccccc3C2(C)C)s1	?	-7.5%	7.0	·
32	COc1ccccc1N(CC(=O)NC1CCCC1)C(=O)c1csnn1	5.2	2.3%	-11.7	6.9%
33	Cc1nc2nc(C)c(CCC(=O)Nc3ccc4c(c3)OCO4)c(C)n2n1	10.8	-0.6%	-4.7	1.8%
34	CCc1ccc(/C=C/C(=O)c2ccc(S(=O)(=O)N(C)C)cc2)cc1	45.9	18.2%	-1.8	·
35	O=C(O)c1ccc(C(=O)O)c(C(=O)Nc2ccc3c(c2)Cc2ccccc2-3)c1	·	-5.6%[11.4 µM]	·	-16.1%[11.4 µM]
36	CN(C(=O)c1ccc2c(c1)OCO2)C1(C(=O)NC2CCCC2)CCCCC1	-19.4	1.5%	?	-0.9%
37	O=C(CN1CCN(S(=O)(=O)c2ccc(Br)cc2)CC1)N/N=C/c1cccnc1	-90.1*	-6.9%	-4.7	·
38	COc1ccc(CNC2CCCCC2C)c(OC)c1 (stereo not given)	24.8	-4.7%	8.2	5.8%
39	N#Cc1c(-c2cccc(F)c2)cc(-c2ccccc2)nc1Br	26.9	-0.2%	-8.8	25.3%
40	CC1CCN(C(=O)CSc2nnc(Cn3c(=O)sc4ccccc43)n2C)CC1	-6.1	-2.3%	-12.2	·
41	CCC(C)(C)NC(=O)C(c1ccc(C)cc1)N(Cc1cccnc1)C(=O)c1csnn1 (stereo not given)	5.0	-3.7%	3.1	·
42	O=C(N/N=C/CCc1ccccc1)c1ccccc1	9.3	-4.5%	-0.2	-0.8%
43	Cc1cc(NC(=O)c2cc(-c3cccc(Cl)c3)on2)no1	3.4	-2.2%	3.7	-13.1%
44	Cc1noc(C)c1CSc1nnc(-c2ccncc2)n1-c1ccc(Cl)c(Cl)c1	11.7	2.8%	-2.6	7.1%
45	Cc1cc2ccccc2n1CCNC(=O)COc1ccccc1	-103.4*	-6.6%	-3.4	-4.2%
46	O=C1CCC2c3ccc4ccccc4c3CCN12 (stereo not given)	3.4	0.7%	-2.6	·
47	CCc1ccc(NC(=O)CSc2nc3ccccc3c(=O)n2CCCC(=O)N2CCCC2)cc1	2.2	3.2%	0.4	1.5%
48	CCOC(=O)c1ccc(NC(=O)CSC2=NC(=O)C(CC)C(=O)N2)cc1 (stereo not given)	-7.6	5.4%	-3.5	·
49	CCOc1cc(NC(=O)CC(C)C)c(OCC)cc1NC(=O)CCn1nnc2ccccc21	?	0.6%	2.2	25.7%
50	OCCCNc1ncnc2[nH]ncc12	·	4.3%[11.4 µM]	·	-2.1%[11.4 µM]
51	Cc1ccc(Nc2cc(=O)[nH]c(=O)[nH]2)c(C)c1	14.0	-10.4%	-1.2	2.4%
52	Cc1ncc([N+](=O)[O-])n1CCOC(=O)NC(NCc1ccccc1)C(Cl)(Cl)Cl (stereo not given)	34.9	3.6%	-6.8	-6.6%
53	CCOc1ccc(OCC)c(C2C(C#N)=C(N)N(c3cccnc3)C3=C2C(=O)CC(C)(C)C3)c1 (stereo not given)	-16.6	-2.7%	0.2	3.8%
54	CC(=O)Nc1cc2c(cc1Br)OCCO2	1.0	-6.3%	-4.0	4.0%
55	CCC(=O)N1CCN(c2ccc(Cl)cc2NC(=O)c2ccc3c(c2)OCCO3)CC1	9.5	-9.8%	-0.4	9.0%
56	CN(C)C(=O)N1CCC(C(=O)NCc2ccc(F)cc2)CC1	52.0	3.3%	1.5	7.2%
57	c1cncc(-c2nc(NCC3COc4ccccc4O3)c3ccccc3n2)c1 (stereo not given)	?	-9.8%	10.5	30.6%[activator]
58	Cc1ccc(S(=O)(=O)Cc2ccc(C(=O)N3CCCC3)o2)cc1	-86.6*	-1.0%	4.0	6.4%
59	CCOC(=O)c1ccc(CNC(=O)c2n[nH]c(=O)c3ccccc23)o1	-11.4	-7.2%	-14.4	-6.7%
60	O=C(CO/N=C/c1ccccc1O)NNC(=O)c1ccccc1Cl	-10.7	-0.7%	-4.3	·

# Other results follow:
nr	structure	PNC assembly inh	ALOX12 inhib	IMPase cell inh	15-hLO-2 inh
61	CCOC(=O)C(C)(C)[C@H](O)C(C)C	·	6.6%[11.4 µM]	·	2.5%[11.4 µM]
62	COc1cccc(C(=O)NC2=NCCS2)c1	-27.1	-3.0%	4.0	·
63	NC1=NC(=O)C(Cc2cccc(Cl)c2Cl)S1 (stereo not given)	-13.4	-6.2%	·	·
64	Cc1ccc(NC(=O)Cc2nnc(SCC(=O)c3ccc(Br)cc3)n2C)cc1	59.1	-12.7%	-3.8	1.7%
65	Cc1noc(C)c1CSc1nnc2cc(C)c3ccccc3n12	?	-2.3%	-1.2	-13.4%
66	CC(C)OC(=O)Nc1ccc(Oc2c(F)c(F)c(F)c(F)c2F)cc1	18.4	-6.4%	4.1	-7.8%
67	CCCc1nc(N2CCCC2)c(C#N)c2c1CCCC2	?	-2.5%	?	-1.1%
68	CCOC(=O)C1CCCN(C(=O)c2c(-c3ccccc3Cl)noc2C)C1 (stereo not given)	-25.0	4.4%	1.6	3.4%
69	CC(NC(=O)CCCCCCN1C(=O)c2ccccc2C1=O)c1ccc2c(c1)CCCC2 (stereo not given)	?	-4.3%	14.4	·
70	COC(=O)CN1C(=S)N(Cc2ccccc2)C(=O)C1CC(=O)Nc1ccc(Br)cc1 (stereo not given)	67.4	-14.2%	1.9	11.1%
71	CC1CCN(S(=O)(=O)c2ccc3c(c2)c(=O)c(C(=O)NC2CCCC2)cn3C)CC1	-19.7	-0.5%	-2.6	7.8%
72	Cn1c(C(=O)NCC2CCCO2)cc2c(=O)n(C)c3ccccc3c21 (stereo not given)	-17.0	-0.5%	6.5	-2.3%
73	O=c1oc2ccccc2c(O)c1CN1CCCCC1	-25.7	-10.0%	-8.8	-13.7%
74	Fc1cccc(-c2cc3nc4c(c(NCc5ccco5)n3n2)CCCC4)c1	-28.3	-7.4%	2.8	6.3%
75	O=C(N/N=C\c1cc(Br)ccc1O)c1ccc(S(=O)(=O)N2CCCCC2)cc1	24.1	1.4%	·	·
76	Cc1ccc(NC(=O)CSc2nc(C)c(C)c(C)n2)c([N+](=O)[O-])c1	-26.2	-1.0%	·	·
77	Cc1cccc(N(C(=O)Cn2nnc3ccccc32)C(C(=O)NC(C)(C)C)c2ccsc2)c1C (stereo not given)	?	-1.3%	0.1[1.84 µM]	8.9%[11.4 µM]
78	Cc1cc(NC(=O)/C=C/c2ccc(Br)cc2)no1	49.7	-1.9%	·	·
79	Cc1ccc2c(c1)cc(CN(Cc1ccc3c(c1)OCO3)C(=O)c1cnccn1)c1nnnn12	29.5	-4.5%	-5.0	-4.0%
80	CCn1c(SCC(=O)O)nnc1C1CCCCC1	-1.3	0.0%	5.8	3.2%
81	CCOC(=O)CCCCC(=O)c1[nH]c(=O)[nH]c1Cn1ccnc1	?	-6.8%	4.4	0.8%
82	CCOP(=O)(OCC)C(Nc1cccc(C(F)(F)F)c1)c1ccc(F)cc1 (stereo not given)	-9.3	0.6%	·	·
83	O=C(Cn1nc(Cc2cccnc2)c2ccccc2c1=O)NCC1CCCO1 (stereo not given)	?	-5.7%	-5.6	-6.1%
84	Cc1nc2ccccc2n1CCCOc1ccccc1	-104.6*	-3.8%	-0.5	·

# An excerpt. The share of hits here may be higher or lower than overall.
